Bioassay records deposited in PubChem BioAssay by several laboratories.
Rac1 GTP hydrolysis: MgcRacGAP GTPase-activating activity inhibitors, confirmation, biochemical, ADP Hunter fluorescence; Rac GTPase-activating protein 1 (Homo sapiens); MgcRacGAP-stimulated Rac1 GTP hydrolysis, ADP Hunter fluorescence; higher % means a stronger effect; GST-tagged Rac1 F28L mutant substrate; inhibition, % at 30 µM, or IC50 in µM where a hit was titrated; actives 0.6% (n = 340,000); AID 624330, 2012;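 active = first-screen hits whose inhibition reached a set limit at any dose in the follow-up dose series; inconclusive = inhibition above the set first-screen limit but never retested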;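 also: fluorescence reports GDP produced by GAP-driven GTP hydrolysis; strong numbers were not always called active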
NS5 inhibitors: Dengue-2 NS5 methyltransferase inhibitors, primary screen, biochemical, confirmation dose response (AID 588689); Dengue-2 NS5 methyltransferase capping enzyme assay, biochemical; higher % means a stronger effect; actives 0.3% (n = 340,000); inhibition, % at 25 µM, or IC50 in µM where a hit was titrated; in the data active = a potency from the dose series; inconclusive = inhibition above about 29% without an active follow-up result
T cell HTS: modulators of CD8 T cell-vesicle binding, primary screen, mouse 2C CD8+ T cells, flow cytometry; actives 0.068% (n = 330,000); 2C CD8+ T cell-vesicle binding; stronger effect = lower value; AID 2052, 2009; calls only at 7 µM;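 active = response, share of CD8 T cells binding vesicles, and their 90th percentile fluorescence all below set limits, cut at about 80% in these data, passing the limit was not always enough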
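Material: 2C TCR transgenic mouse naive CD8+ T cells, MACS-purified. Also added: QL9-charged Drosophila Ld/ICAM-1/B7-1 vesicles. Timing: binding 1.5 h at 37 °C. Measured by: high-throughput flow cytometry with anti-B7-1 and anti-CD8 staining. Read-out: percent CD8+ FL2 mean versus row control. Controls: Unloaded micro-vesicles (low), QL9 vesicles with 0.7% DMSO (high).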
RSV CPE inhibition: RSV antiviral activity via CPE protection, HEp-2 cells, primary 10 µM value included (AID 2391); HEp-2 cells, RSV-induced CPE inhibition; higher % means a stronger effect; actives 0.13% (n = 310,000); one-dose CPE inhibition, % at 10 µM; IC50 in µM for titrated hits; in the data active = a potency from the dose series; inconclusive = CPE inhibition mostly from about 23% at the one dose, without a potency; inactive = the rest, 99 in 100 with CPE inhibition below about 21%; also: strong numbers were not always called active
Salmonella PhoP GFP: inhibitors of PhoP regulon expression, primary screen, Salmonella Typhimurium, GFP reporter (AID 1863); actives 0.16% (n = 300,000); S. Typhimurium PhoP-regulated promoter GFP reporter, 4 h; higher % means a stronger effect; one-dose inhibition, % at 50 µM; IC50 in µM for titrated hits;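 active = inhibition over 29.93%, a cutoff 3 SD above the screen mean, later confirmed by dose response; inconclusive = inhibition over 29.93% but no dose response follow-up; inactive = inhibition at most 29.93% or unconfirmed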;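 also: 0% = low Mg2+ inducing control and 100% = high Mg2+ repressing control; strong numbers were not always called active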
West Nile virus CPE: West Nile virus antiviral activity, cell-based, CPE readout (AID 1621); one-dose CPE inhibition, % at 10 µM; IC50 in µM for titrated hits; actives 0.02% (n = 290,000); West Nile virus-infected cells, CPE inhibition; higher % means a stronger effect; in the data active = a potency from the dose series; inconclusive = CPE inhibition mostly from about 3.7% at the one dose, without a potency; inactive = the rest, 99 in 100 with CPE inhibition below about 2.2%; also: strong numbers were not always called active
SV40 large T antigen: SV40 large T antigen inhibitors, biochemical (AID 1903). one-dose inhibition, % at 20 µM; IC50 in µM for titrated hits. SV40 large T antigen ATPase/helicase inhibition assay; higher % means a stronger effect. actives 0.39% (n = 310,000); in the data active = a potency from the dose series; inconclusive = inhibition mostly from about 32% at the one dose, without a potency; inactive = the rest, 99 in 100 with inhibition below about 32%; also: strong numbers were not always called active
NTR1 ag: agonists of NTR1, primary screen, imaging, U2OS cells, beta-arrestin-GFP, high content (AID 493036) | Neurotensin receptor type 1 (Homo sapiens), P30989 | NTR1-U2OS beta-arrestin-GFP spot imaging, agonist mode | activation, % at 20 µM | actives 0.17% (n = 330,000);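 active = activation at or above 40% of the spot to cytoplasm intensity ratio, with at least 20 cells analyzed; inconclusive = wells under 20 cells, flagged as cytotoxic or low count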;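 also: 0% = DMSO without peptide and 100% = 100 nM NTR1 peptide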
Target sequence (P30989 whole entry, looked up): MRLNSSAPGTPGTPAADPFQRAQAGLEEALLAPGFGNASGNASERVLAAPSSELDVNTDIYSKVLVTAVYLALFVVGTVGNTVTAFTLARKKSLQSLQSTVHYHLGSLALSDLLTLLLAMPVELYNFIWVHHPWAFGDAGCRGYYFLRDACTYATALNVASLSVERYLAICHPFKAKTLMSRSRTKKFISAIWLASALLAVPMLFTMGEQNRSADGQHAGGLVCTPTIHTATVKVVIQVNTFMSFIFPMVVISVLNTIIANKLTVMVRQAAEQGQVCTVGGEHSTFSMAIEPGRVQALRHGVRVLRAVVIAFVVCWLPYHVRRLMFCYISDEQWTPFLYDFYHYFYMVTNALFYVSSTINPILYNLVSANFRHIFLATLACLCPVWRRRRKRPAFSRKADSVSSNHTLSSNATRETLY
K1F lysis inhibition: inhibition of K1F phage lysis, E. coli UTI89, bacterial capsule biogenesis inhibitors, alamar blue (AID 488966). E. coli UTI89 K1F phage lysis, alamar blue, 2 h; higher % means a stronger effect. inhibition, % at 100 µM; hits with a dose series show IC50 in µM. actives 0.02% (n = 340,000);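 active = phage lysis inhibition, versus mean bacterial control, above a set limit; inconclusive = no clear call, values can overlap the other calls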;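 also: capsule biogenesis inhibitors block K1F phage lysis so surviving cells raise fluorescence; higher fluorescence means more inhibition of phage lysis; actives were called in the ten point dose series up to 300 µM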
T cell HTS vesicle-bound %: further read-out of T cell HTS, marked with its call; double positive events, %; measured here: CD8+ vesicle-bound cell fraction;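 binding gate set so that unloaded-vesicle control wells show 10% double positive cells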
NTR1 ag cell count 20 µM: recorded beside NTR1 ag, whose call it bears; cell count; measured here: cell count, cytotoxicity flag
* = called active by the depositor; i = inactive; ? = inconclusive; . = not tested or not shown; [ ] = remark or other dose. No enrichment for hits. About 1.5% of those tested had a hit in this group.

SMILES	Rac1 GTP hydrolysis	NS5 inhibitors	T cell HTS	T cell HTS vesicle-bound %	RSV CPE inhibition	Salmonella PhoP GFP	West Nile virus CPE	SV40 large T antigen	NTR1 ag	NTR1 ag cell count 20 µM	K1F lysis inhibition
O=C(c1ccc(NC(=S)NCc2ccc(Cl)cc2)cc1)N1CCCCC1	7%	-15%	i	38	6.3%	-3%	-1.1%	9%	3.9	47	0.1%
O=C(Nc1nc2ccccc2n1Cc1ccccc1)c1ccco1	5%	-4%	i	48	0.9%	-11%	-0.3%	0%	0.9	65	0.1%
O=C(NCCCN1CCOCC1)c1ccc(N2CCCC2)c([N+](=O)[O-])c1	4%	-5%	i	35	-0.9%	8%	-0.2%	2%	-0.2	52	-2.1%
CCOC(=O)c1c(NC(=O)CC2SC(=NC)N(C)C2=O)sc(C)c1C (centres undefined)	6%	1%	i	44	2.0%	4%	0.2%	1%	-0.5	96	0.6%
CC(C)CC(CO)N1CCN(C(=O)c2cccc(C(F)(F)F)c2)CCC1=O (centres undefined)	1%	0%	i	32	1.4%	3%	-0.3%	6%	0.0	79	1.5%
COc1ccc(N2CCN(C(=O)CSc3nnc(COc4cccc5cccnc45)o3)CC2)cc1	18%	-4%	i	7	1.7%	1%	-0.2%	30%	0.0	54	5.0%
Cc1csc(NC(=O)c2ccc3ccccc3n2)n1	8%	-7%	i	53	13%	-6%	0.0%	11%	2.6	93	0.2%
CC(C)(C)c1cc(=O)n2[nH]c(N)nc2n1	7%	0%	i	34	0.3%	0%	1.9%	1%	-0.2	17	-0.5%
CC1CN(S(=O)(=O)c2cc(C(=O)NCCC3=CCCCC3)ccc2Cl)CC(C)O1 (centres undefined)	8%	1%	i	14	3.8%	3%	.	4%	3.8	74	1.1%[50 µM]
CCCCSc1nc(C)nc2c1c(=O)n(C)c(=O)n2C	10%	-3%	i	42	2.0%	-3%	-0.3%	6%	1.6	98	-0.1%
C/C(=C\C(=O)c1ccc(Br)cc1)NCc1ccc2c(c1)OCO2	10%	-8%	i	4	0.4%	-1%	-0.1%	-1%	2.8	54	0.3%
CCn1c(CNC(=O)c2ccc(OC)c(OC)c2)nnc1SCC(=O)Nc1ccc(OC)cc1	5%	-9%	i	44	0.1%	-10%	1.1%	0%	1.1	71	0.6%[50 µM]
C=CCN=C1CC(C)(C)C(C(=O)OC)C(O)=C1C(=O)CCC (centres undefined)	1%	-5%	i	57	0.9%	-1%	-0.8%	-7%	-1.4	68	0.3%
CN(C)CCCCOc1ccc(F)cc1	23%	12%	i	49	0.2%	-4%	-0.9%	5%	4.3	62	-1.8%
CCOC(=O)C(C)Sc1ncc(-c2ccc(Cl)cc2)cn1 (centres undefined)	12%	1%	i	51	1.6%	6%	0.2%	-3%	0.7	46	4.3%
Cc1ccc2nc(Nc3nc(C)cc(-c4ccccc4)n3)[nH]c(=O)c2c1	1%	8%	i	34	2.6%	-5%	0.9%	7%	8.7	64	-0.1%
COc1cccc(NC(=O)C2C3CCC4C(CCC32)C4(Cl)Cl)c1 (centres undefined)	4%	1%	i	35	5.9%	-7%	-0.3%	5%	4.3	84	1.2%[50 µM]
N#CC12COC3(CCCCC3C1(C#N)C#N)OC2=N (centres undefined)	4%	?	i	10	0.2%	-19%	0.6%	13%	0.2	57	-0.6%
COc1ccc(C2=NN(c3ccc(C(=O)O)cc3)C(c3ccc(OC)c(OC)c3)C2)cc1 (centres undefined)	2%	24%	i	28	2.0%	-2%	0.0%	14%	1.7	50	-0.8%
Cc1ccnc(NC(=O)c2ccc(S(=O)(=O)N3CCCC3)cc2)c1	11%	1%	i	52	-0.7%	5%	.	9%	-0.8	76	-0.8%
COc1cc(NC(=O)c2ccc(C)cc2)ccc1NC(=O)c1cc2ccccc2o1	.	-6%	i	33	0.5%	-4%	2.9%	5%	-0.3	105	-1.1%[50 µM]
CN(CC(=O)Nc1c(Cl)cccc1Cl)C(=O)c1cccc(-n2cccc2)c1	3%	1%	i	54	1.0%	-7%	.	15%	3.0	57	0.9%[50 µM]
O=C(NCc1ccc(Cl)cc1)c1cccnc1	5%	-7%	i	31	0.2%	14%	0.5%	10%	1.0	58	0.2%
CN(C)C(=O)N1CCCC(C(=O)NCc2cccs2)C1 (centres undefined)	3%	3%	i	12	0.2%	4%	-0.4%	5%	1.4	63	3.6%
COc1ccc(-c2ccc(C(=O)C3CC3)cc2)cc1	8%	-1%	i	20	5.5%	0%	-0.8%	8%	0.4	87	0.3%
COc1ccc(CC(NC(C)=O)C(=O)NC2CCN(C(=O)c3cnccn3)CC2)cc1 (centres undefined)	10%	-3%	i	26	0.6%	13%	0.4%	-3%	0.8	92	1.7%
N#CC(c1cccc(Cl)c1)c1ccc2c(C(F)(F)F)cc(C(F)(F)F)nc2n1 (centres undefined)	10%	6%	i	51	-2.2%	6%	?	-1%	4.1	55	1.2%
Cc1ccccc1-n1c(SCC(=O)N2CCCC2)nnc1-c1ccccn1	0%	2%	i	32	3.3%	28%	0.3%	4%	0.5	80	2.5%
CCOC(=O)Cc1csc(SC(C)C(=O)NCC(=O)Nc2ccc(F)c(F)c2F)n1 (centres undefined)	4%	-1%	i	39	1.6%	-3%	0.3%	9%	1.2	45	0.8%
COc1ccc(OC)c(CN2CCN(Cc3cc(OC)c(OC)c(OC)c3)CC2)c1	-8%	13%	i	51	0.6%	-8%	0.1%	3%	0.7	69	-1.8%
O=C(O)c1cccc(NC(=S)NC(=O)c2ccc(-c3ccccc3)cc2)c1	7%	-2%	i	56	14%	-2%	-1.0%	8%	1.6	40	-0.8%
N/C(=N\OC(=O)/C=C/c1ccccc1)c1ccccc1	0%	-2%	i	25	1.9%	-10%	0.0%	11%	-0.2	46	-0.5%
Cc1cccc(N2CCN(c3nc4ccccc4n4cnnc34)CC2)c1C	6%	-3%	i	20	7.8%	2%	-0.1%	7%	37	86	-0.7%
COc1ccc(N2CCN(C(=O)CCCCn3c(=O)[nH]c4ccsc4c3=O)CC2)cc1	23%	-9%	i	35	2.1%	-3%	-0.2%	28%	1.2	63	0.9%
COc1ccc(OC)c(S(=O)(=O)N2CCN(c3ncccn3)CC2)c1	7%	-4%	i	47	3.4%	7%	-0.3%	2%	1.7	64	0.0%
Cc1nnsc1C(=O)Nc1ccc(S(=O)(=O)N2CCCC(C)C2)cc1 (centres undefined)	-22%	-1%	i	3	7.0%	4%	-1.5%	0%	0.0	58	0.0%
COc1ccccc1N1CCN(C(=O)COc2ccc(Cl)cc2Br)CC1	11%	0%	i	10	2.3%	8%	-0.1%	11%	8.6	36	0.6%
Cc1ccc(S(=O)(=O)Nc2cccc(C(=O)NCC3CCCO3)c2)cc1F (centres undefined)	16%	-4%	i	46	-0.3%	6%	.	4%	-0.2	81	1.6%[50 µM]
CCOC(=O)c1sc2ncnc(N3CCN(c4ccc(OC)cc4)CC3)c2c1C	9%	-2%	i	4	1.8%	6%	-0.1%	4%	2.6	64	5.7%
O=S(=O)(Nc1ccc(Cc2ccncc2)cc1)c1ccc(Cl)c(Cl)c1	7%	-6%	i	52	9.1%	9%	0.2%	17%	6.4	75	7.9%
CCCc1cc2nnc(SCC(=O)N(C)C3CCCCC3)n2c(N)n1	6%	1%	i	31	1.6%	-5%	0.0%	6%	-0.4	61	-0.1%
Cc1cc(N2CCN(C)CC2)nc(N2CCOCC2)n1	12%	-2%	i	27	1.0%	12%	0.0%	26%	0.2	47	0.2%
N#Cc1nc(-c2ccccc2Cl)oc1NCc1ccco1	6%	-3%	i	9	-0.8%	2%	0.4%	10%	3.0	64	-2.5%
O=C(Nc1ccc2c(c1)CCC2)c1c(F)cccc1Cl	3%	3%	i	55	3.7%	7%	-0.4%	8%	0.9	45	0.6%
CCCCC1CCC(C(=O)N(CCCC)c2c(N)n(CCCC)c(=O)[nH]c2=O)CC1 (centres undefined)	7%	1%	i	69	2.0%	11%	-0.4%	2%	7.0	62	0.0%
Nn1c(SCC(=O)Nc2cccc(Br)c2)nnc1C1CC1	-2%	-1%	i	45	.	.	.	.	-2.9	54	0.7%[50 µM]
O=C1CC(N2CCN(CCc3ccccn3)CC2)C(=O)N1c1ccc(Cl)cc1 (centres undefined)	4%	1%	i	41	-0.3%	-4%	0.5%	-2%	1.1	72	0.5%
Cc1ccc(C)c(NC(=O)CCN2C(=O)[C@@H]3Cc4ccccc4CN3C2=O)c1	7%	-8%	i	6	2.3%	0%	-0.8%	2%	1.8	62	3.0%
Cc1ccc(NC(=O)CCNS(=O)(=O)c2ccc3[nH]c(=O)oc3c2)cc1N(C)C	5%	-14%	i	49	0.8%	1%	-0.4%	18%	0.5	52	0.2%
O=C(CCNS(=O)(=O)c1ccc(Br)cc1)NCCc1ccc(Cl)cc1	-6%	-6%	i	33	8.5%	-2%	-0.7%	10%	1.1	56	0.0%
Cc1ccsc1C(=O)OCC(=O)Nc1cccc(F)c1	6%	3%	i	29	2.7%	.	.	.	1.2	102	1.7%[50 µM]
CC(Oc1ccc(Cl)cc1Cl)C(=O)NCCCn1ccnc1 (centres undefined)	3%	-12%	i	44	2.2%	3%	-1.2%	6%	6.4	35	2.5%
CCN(CC)CCn1c(C)nc2ccccc21	10%	8%	i	31	0.5%	3%	0.2%	.	0.1	52	0.3%

Random excerpt: two entries already listed
SMILES	Rac1 GTP hydrolysis	NS5 inhibitors	T cell HTS	T cell HTS vesicle-bound %	RSV CPE inhibition	Salmonella PhoP GFP	West Nile virus CPE	SV40 large T antigen	NTR1 ag	NTR1 ag cell count 20 µM	K1F lysis inhibition
CCN(CC)CCn1c(C)nc2ccccc21	10%	8%	i	31	0.5%	3%	0.2%	.	0.1	52	0.3%
Nn1c(SCC(=O)Nc2cccc(Br)c2)nnc1C1CC1	-2%	-1%	i	45	.	.	.	.	-2.9	54	0.7%[50 µM]
